# M5 antag – CHRM5 antagonism in calcium assay | P08912 | CHO-hM5 cells, Fluo-8 calcium fluorescence, ACh EC80 | inhibition, % at 3 µM | 0.59% of 360,000 active | AID 624040;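 active = inhibition above a per-plate cutoff, the mean of that plate's test compounds plus 3 SD, cut at about 27% in these data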;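 also: 0% = acetylcholine EC80 with DMSO and 100% = DMSO without agonist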
# CHRM4 PAM – positive allosteric modulators of human muscarinic M4 receptor. CHO-K1 hM4/Gqi5, Fluo-8 calcium fluorescence, ACh EC20; 0% = ACh EC20, 100% = maximal ACh. activation, % at 3 µM. 0.4% of 360,000 active. AID 624126;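 active = activation above its plate's cutoff, the mean activation of sample wells plus 3 SD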; also: some results filed as inactive read as strong as hits
# Target sequence (P08173 whole entry, looked up): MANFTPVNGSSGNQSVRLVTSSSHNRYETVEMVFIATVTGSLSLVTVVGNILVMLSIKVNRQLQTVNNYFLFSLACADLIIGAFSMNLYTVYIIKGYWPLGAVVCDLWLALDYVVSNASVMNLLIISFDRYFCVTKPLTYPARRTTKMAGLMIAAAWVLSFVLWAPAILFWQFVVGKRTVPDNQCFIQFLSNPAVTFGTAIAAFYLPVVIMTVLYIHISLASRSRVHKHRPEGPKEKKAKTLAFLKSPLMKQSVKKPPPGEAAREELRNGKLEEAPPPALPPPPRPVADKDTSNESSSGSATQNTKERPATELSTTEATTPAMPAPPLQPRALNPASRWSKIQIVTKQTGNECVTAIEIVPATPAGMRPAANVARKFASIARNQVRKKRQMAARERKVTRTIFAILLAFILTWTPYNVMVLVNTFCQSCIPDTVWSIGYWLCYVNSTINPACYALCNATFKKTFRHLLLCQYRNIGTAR
# CHRM4 agonist – CHRM4 agonism in calcium assay | activation, % at 3 µM | 0.14% of 360,000 active | CHO-K1 hM4/Gqi5, Fluo-8 calcium fluorescence; vehicle 0%, full acetylcholine response 100%;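 active = activation above the run mean over all test wells plus 3 SD, cut at about 32% in these data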;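 also: peak over basal fluorescence ratio per well then scaled between controls; 0% = DMSO wells and 100% = acetylcholine at EC100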
# M4 antag – CHRM4 antagonism in calcium assay; P08173; CHO-hM4 cells, ACh EC80, Fluo-8 calcium fluorescence; inhibition, % at 3 µM; 0.73% of 360,000 active; AID 624125;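 active = inhibition above its plate's cutoff, the mean inhibition of sample wells plus 3 SD, cut at about 27% in these data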;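 also: 0% = acetylcholine EC80 with DMSO and 100% = DMSO without agonist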
# CHRM5 PAM – positive allosteric modulators of human muscarinic M5 receptor | P08912 | CHO-K1 hM5, Fluo-8 calcium, ACh EC20 PAM; 0% = ACh EC20, 100% = ACh EC100 | activation, % at 3 µM | 0.3% of 360,000 active;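 active = activation above the run cutoff, the mean activation of all test compounds plus 3 SD, cut at about 18% in these data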
#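 Assay system: CHO-K1 hM5 cells. Also added: acetylcholine at EC20 concentration, added after compound. Dosing: 3 µM, single dose. Times: compound preincubation 140 s before EC20 acetylcholine addition. Signal: Fluo-8 calcium fluorescence. Measure: % activation relative to EC20 and EC100 ACh responses. Repeats: singlicate, one well per test compound.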
# CHRM1 antagonist – blocks human M1 muscarinic receptor; 1.3% of 360,000 active; CHO-K1 hM1, Fluo-8 calcium fluorescence, ACh EC80 antagonist; inhibition, % at 3 µM; AID 588852; P11229;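 active = percent inhibition above its own plate's cutoff, namely the mean of that plate's compound wells plus 3 SD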;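 also: peak over basal fluorescence ratio during 140 s after agonist addition; 0% = ACh EC80 plus DMSO and 100% = DMSO alone without agonist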
# Target sequence (P11229 whole entry, looked up): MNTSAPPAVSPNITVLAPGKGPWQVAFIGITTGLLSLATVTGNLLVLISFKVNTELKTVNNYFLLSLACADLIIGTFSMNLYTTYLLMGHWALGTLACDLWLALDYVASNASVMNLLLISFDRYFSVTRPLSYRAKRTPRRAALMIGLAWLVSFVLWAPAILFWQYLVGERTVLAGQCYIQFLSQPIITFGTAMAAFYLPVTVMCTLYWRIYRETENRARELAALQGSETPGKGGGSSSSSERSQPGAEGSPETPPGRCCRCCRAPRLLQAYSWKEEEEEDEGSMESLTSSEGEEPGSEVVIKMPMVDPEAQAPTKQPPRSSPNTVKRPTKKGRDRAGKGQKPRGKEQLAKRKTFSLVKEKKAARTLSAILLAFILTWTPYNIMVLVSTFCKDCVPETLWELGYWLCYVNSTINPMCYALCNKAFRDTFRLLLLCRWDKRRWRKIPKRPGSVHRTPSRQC
# CHRM5 agonist – agonists of human muscarinic M5 receptor (CHRM5); AID 624037; 0.19% of 360,000 active; CHO-K1 hM5 cells, Fluo-8 calcium fluorescence; 0% DMSO wells, 100% maximal acetylcholine response; P08912; activation, % at 3 µM;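 active = activation above the run's mean over test compounds plus 3 SD, cut at about 23% in these data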;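 also: signal is peak over basal fluorescence ratio across the kinetic read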
# CRFR2-BP ag – agonists of human CRF-binding protein/CRF-R2 receptor complex. 0.46% of 350,000 active. HEK293 CRF-R2/CRF-BP, calcium dye fluorescence (FLIPR); percent of saturating CRF peptide response. activation, % at 13.2 µM;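 active = activation of at least 50%, plus an integration ratio under a set limit after plate pattern correction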;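 also: plate controls were neutral control wells without compound for no effect and CRF at EC100 for full effect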
# M1 PAM – positive allosteric modulators of human M1 muscarinic receptor; activation, % at 3 µM; 0.088% of 360,000 active; CHO-K1 hM1, Fluo-8 calcium fluorescence, ACh EC20; 0% = ACh EC20, 100% = maximal ACh; P11229; in the data active = activation above about 19%, passing the limit was not always enough
# The depositor's hits bear a star; nt = no result given.
# A first look:
SMILES,M5 antag,CHRM4 PAM,CHRM4 agonist,M4 antag,CHRM5 PAM,CHRM1 antagonist,CHRM5 agonist,CRFR2-BP ag,M1 PAM
Cn1c(CSCc2ccc(Cl)cc2)nnc1SCC(=O)Nc1nccs1,4,-1,6,2,-4,18,3,-0.8,-18
O=C(NCCCn1ccnc1)c1cc(C2CC2)on1,5,-5,0,2,-4,-9,1,6.5,7
CCCN=C1N(CC)C[C@@H]2[C@@H]3C(=O)N(Cc4ccccc4)C(=O)[C@@H]3[C@](Cc3ccccc3)(C(=O)OC)N12,-4,-5,1,-1,4,1,-1,-2.8,2

# The whole of this part, from the start:
SMILES,M5 antag,CHRM4 PAM,CHRM4 agonist,M4 antag,CHRM5 PAM,CHRM1 antagonist,CHRM5 agonist,CRFR2-BP ag,M1 PAM
Cn1c(CSCc2ccc(Cl)cc2)nnc1SCC(=O)Nc1nccs1,4,-1,6,2,-4,18,3,-0.8,-18
O=C(NCCCn1ccnc1)c1cc(C2CC2)on1,5,-5,0,2,-4,-9,1,6.5,7
CCCN=C1N(CC)C[C@@H]2[C@@H]3C(=O)N(Cc4ccccc4)C(=O)[C@@H]3[C@](Cc3ccccc3)(C(=O)OC)N12,-4,-5,1,-1,4,1,-1,-2.8,2
CCN1CCN(C(=O)C2CC(c3ccc(F)cc3)=NO2)CC1 (stereo not drawn),10,0,0,0,-7,-7,1,7.0,4
COc1cc(NC(=O)c2cccnc2)c(OC)cc1NC(=O)c1ccc(Br)cc1,10,1,4,-1,-1,-3,-1,-0.8,0
Cc1ccccc1OCc1nc2c3c(ncn2n1)-c1ccccc1CC31CCCC1,-6,6,1,-9,15,-5,-2,-1.1,-3
CC1CCN(c2ccc3c(c2)S(=O)(=O)c2cccc(C(=O)NCc4cccc(F)c4)c2C3=O)CC1,15,-2,15,7,-9,18,6,92*,-9
CC(=O)c1ccc(NC(=S)Nc2cccc(S(=O)(=O)Nc3c(C)n(C)n(-c4ccccc4)c3=O)c2)cc1,-1,5,2,2,4,-12,3,-5.3,10
COc1cccc(NC(=O)CSc2nnc(Cc3cccs3)n2-c2ccc(C)cc2)c1,-2,6,-1,1,12,0,9,1.4,8
CCOC(=O)c1ccc(S(=O)(=O)N2CCN(C(C)=O)CC2)cc1,-4,10,2,-10,10,-6,5,3.8,8
CCn1cc(C(=O)NCCOC)c(=O)c2ccc(C)nc21,0,-2,0,0,-16,5,-4,1.4,-5
C=CCn1c(SCC(=O)N(C(C)CC)C2CCS(=O)(=O)C2)nc2ccccc2c1=O (stereo not drawn),5,3,0,8,2,-12,-3,1.3,11
CCCCOC(=O)c1ccc(NC(=S)NC(=O)c2c(Br)c(C)nn2C)cc1,-5,2,0,7,0,-7,-1,2.6,7
O=C(CSc1cccc[n+]1[O-])N1CCc2ccccc21,-2,4,1,-6,7,-3,1,0.3,3
CCC(SC1=N/C(=C/c2ccccc2OC)C(=O)N1c1ccccc1)C(=O)Nc1cc(C)on1 (stereo not drawn),1,-1,-1,2,-6,22,-5,1.4,-2
Cc1ccc(Nc2nc(N)nc(CSC(=S)N3CCOCC3)n2)c(C)c1,8,-4,0,3,-8,-5,0,-1.9,0
O=C(O)C1CCCCC1C(=O)Nc1ccc2c(c1)CCC2 (stereo not drawn),2,-5,0,6,0,5,1,-0.7,-4
CC1CCCCN1C(=O)Cc1ccc(Cl)cc1 (stereo not drawn),-5,-1,1,1,-6,-8,-11,1.6,9
N#Cc1cccc(S(=O)(=O)NCCOc2ccccc2F)c1,-3,-1,2,7,-10,-4,-1,-0.2,2
O=C(O)CCCNC(=O)c1cncc(O)c1,-13,2,2,0,8,-5,3,-0.1,8
Cc1ccc(CN2CC(N3CCN(CCO)CC3)CS2(=O)=O)cc1 (stereo not drawn),-5,18,3,-18,7,-5,3,nt,8
COc1ccccc1CCNC(=O)CN1C(=O)NC2(CCCC2)C1=O,4,3,1,-3,-1,-9,1,1.1,9
O=C(/C=C/c1cc2ccccc2o1)c1ccccc1O,5,8,-1,-12,-8,-7,-10,0.3,2
COc1cccc(N2CCN(S(=O)(=O)c3cc4c(cc3Cl)NC(=O)CO4)CC2)c1,0,12,1,-9,1,-10,1,-3.9,7
COc1ccccc1CNC(=O)/C=C/c1ccc(S(=O)(=O)N2CCOCC2)cc1,4,2,2,1,-3,-4,1,-0.7,7
Cc1nc2ccccc2c(=O)n1NC(=O)c1c(F)cccc1F,1,-4,1,9,3,2,1,0.5,0
CCCN1CC(O)=C(C#N)C1=O,5,-3,1,6,1,-6,-1,-2.1,10
CC(=O)Nc1cc(OC(=O)c2ccco2)cc(OC(=O)c2ccco2)c1,1,17,2,5,1,2,1,3.4,-3
CCOc1ccc(CN(C(=O)/C=C/c2ccco2)C2CCS(=O)(=O)C2)cc1 (stereo not drawn),9,-1,1,8,-2,-7,-3,1.0,12
O=C(CCC(=O)c1cccs1)OCC(=O)N1CCN(C(=O)c2ccco2)CC1,6,4,1,-9,-10,-14,-1,1.8,11
CCCC(=O)Nc1cc(C)c2c(=O)oc3ccccc3c2n1,-1,-1,4,-5,-1,-2,4,-0.5,1
N#CC12CCCCC1CC1CCCCC1(C#N)N2Cc1cccnc1 (stereo not drawn),2,-1,0,-5,5,-1,-6,-1.3,8
COc1ccccc1NC(=O)COC(=O)c1cc([N+](=O)[O-])ccc1N1CCCC1,7,-10,7,4,-12,19,0,0.9,-15
CCOC(=O)C1=C(CC)OC(N)=C(C#N)C1c1ccc(NC(C)=O)cc1 (stereo not drawn),-4,5,1,2,2,10,1,-1.1,-2
CC(C)C[C@H](NC(=O)c1cc2cc(Cl)ccc2n1C)C(=O)N1CCC[C@H]1C(=O)O,4,-4,1,8,-1,-1,2,-3.4,-3
COC(=O)C(=Cc1ccccc1[N+](=O)[O-])C(=O)OC,12,5,6,-5,-5,-9,-2,7.2,11
Cn1c(=O)c2cc(S(=O)(=O)NC(C(=O)NCc3ccccn3)c3ccccc3)ccc2n(C)c1=O (stereo not drawn),-2,-3,12,-20,-8,-1,0,-1.9,1
COc1cc(/C=N/NC(=O)c2cnn3c(C)cc(-c4ccccc4)nc23)ccc1O,-3,-4,9,0,-3,-10,-2,-1.5,-3
CC(=O)c1c(N2CCOCC2)nc2ccc(Br)cc2c1-c1ccccc1,6,4,0,-4,-1,-21,0,-1.4,20
Cc1cc(=O)oc2c3c(cc(OCC(=O)N[C@@H](C)C(=O)O)c12)OC(C)(C)CC3,7,-8,0,-3,0,-7,-3,1.6,9
O=C(NCc1n[nH]c(=S)n1-c1ccc(F)cc1)c1ccc(S(=O)(=O)N2CCCCC2)cc1,16,-4,1,6,-4,1,-4,0.5,1
COc1cccc(/C=N/NC(=O)c2cc3c(OC)ccc(OC)c3[nH]2)c1O,0,-12,7,-1,-7,2,0,-1.4,-5
O=C(N/N=C/c1ccc(OCCCF)cc1)c1ccc(C(F)(F)F)cc1,3,-4,0,-5,1,-1,-3,-1.0,6
CC1CCN(C2=C(NS(=O)(=O)c3ccc(Cl)cc3)C(=O)c3ccccc3C2=O)CC1,-8,2,0,0,9,-3,1,4.5,4
CC(=O)C1=C(C)Nc2ncnn2C1c1cccc(O)c1 (stereo not drawn),5,-5,2,3,-4,-7,-1,1.6,9
Nc1nonc1-n1nnc(C(=O)N/N=C/c2ccoc2)c1CSc1ccc(Cl)cc1,9,0,1,1,-2,1,-4,0.7,2
COc1ccc(S(=O)(=O)N2CCN(C(=O)CCNC(=O)c3ccccc3Cl)CC2)cc1,-10,3,0,0,9,5,-2,3.7,0
C=CCSc1nnc(NC(=O)c2cn(CC)c3nc(C)ccc3c2=O)s1,13,1,-1,-8,-1,-8,-3,0.0,5
O=C(Nc1ccccc1-c1nc2ccccc2[nH]c1=O)c1cccs1,4,4,6,3,-4,-6,-4,-0.8,4
CCOc1cc(S(=O)(=O)n2cnc(C)c2)ccc1Cl,-6,4,3,-4,-8,4,-7,-9.2,1
Cc1cccc(C)c1NC(=O)/C(C#N)=C/c1ccsc1,-7,5,0,3,-1,-1,0,0.7,7
CC1(C)Oc2ccc3ccc(=O)oc3c2/C(=N/O)C1=O,2,8,nt,-7,0,-22,-3,2.2,13
CCOC(=O)C1CCN(C(=O)N(C)C)CC1,-5,20,0,-7,-3,-1,1,6.7,0
Cc1ccc(N2C(=O)[C@@H]3C(C(=O)C(c4ccccc4)c4ccccc4)=NN[C@@H]3C2=O)cc1,1,-2,0,2,2,-8,-3,0.3,8
O=c1c2ccccc2nc(/C=C/c2ccc(Br)cc2)n1CCO,4,-6,9,-2,-2,-7,5,0.7,8
COC(=O)c1ccc(NC(=O)c2ccc(F)cc2)o1,-6,6,3,-10,2,-1,1,-2.0,1
CCOc1ccc(C(C)NC(=O)CCC(=O)O)cc1 (stereo not drawn),6,-1,1,5,-8,-9,-1,-0.7,5
CC(=O)CCc1c[nH]c2c(C(=O)O)cccc12,-6,9,2,-7,2,-11,-4,-0.1,7
COc1ccc(C2=NN(Cc3c(F)cccc3Cl)C(=O)CC2)cc1,-10,0,2,-3,7,-11,-7,2.6,8
CCCC1C(=O)Nc2ccccc2N1C(=O)c1ccc(C(C)(C)C)cc1 (stereo not drawn),1,-9,2,-5,-4,-2,-1,-0.2,-2
# The listing continues.
SMILES,M5 antag,CHRM4 PAM,CHRM4 agonist,M4 antag,CHRM5 PAM,CHRM1 antagonist,CHRM5 agonist,CRFR2-BP ag,M1 PAM
CC(=O)N/C(=C\c1ccccc1)C(=O)OC/C=C/c1ccccc1,-3,0,1,1,0,-6,5,-1.1,5
CCc1ccc(C(=O)CSc2n[nH]c(-c3ccncc3)n2)cc1,-6,0,11,-1,-4,2,4,-1.8,-3
COc1ccc([C@H]2CC(=O)C=C(c3ccc(OC)c(F)c3)C2)cc1,13,1,2,4,-1,-5,-2,5.1,6
CCCc1nc2cc(C)c(Br)c(C)n2c1Cc1ccsc1,9,-7,0,-6,-12,nt,-2,nt,nt
Cc1cccc(C(=O)OCC(=O)Nc2c(C)n(C)n(-c3ccccc3)c2=O)c1O,11,-1,2,-8,-1,-6,6,0.5,7
Cc1cccc(NC(=O)CN2CCN(C(=O)C3CCN(C(=O)/C=C/c4ccccc4)CC3)CC2)c1C,-2,2,12,-13,-5,-2,5,-1.5,-3
CCOC(=O)N1C2C=C(C)[C@@H]2[C@@H]2CC(=O)N21 (stereo partly drawn),-3,10,-1,-6,-4,-10,-4,0.8,9
CC(C)(C)c1ccc(C2(C)NC(=O)NC2=O)cc1 (stereo not drawn),9,-6,3,3,3,-16,-2,1.4,9
CC(C)c1ccccc1NC(=O)Nc1ccc(F)cc1F,4,5,1,-20,-2,-9,-3,2.2,3
Cc1c(P(=S)(c2ccccc2)c2ccccc2)[n+]2ccccc2n1CCc1ccccc1,12,-15,1,56*,-7,47*,-4,nt,-32
COc1ccc(NC(=O)Nc2ccc3c(c2)OCO3)c(C)c1,1,9,2,1,-3,-10,-2,-1.3,8
CC(C)=CCCC(C)CN1CCC(n2nccc2NC(=O)c2ccc3c(c2)OCO3)CC1 (stereo not drawn),1,-3,3,-3,-4,-9,-6,0.2,1

# Arranged by molar mass (largest number first): part of the list above
SMILES,M5 antag,CHRM4 PAM,CHRM4 agonist,M4 antag,CHRM5 PAM,CHRM1 antagonist,CHRM5 agonist,CRFR2-BP ag,M1 PAM
CC1CCN(C2=C(NS(=O)(=O)c3ccc(Cl)cc3)C(=O)c3ccccc3C2=O)CC1,-8,2,0,0,9,-3,1,4.5,4
COc1ccccc1CNC(=O)/C=C/c1ccc(S(=O)(=O)N2CCOCC2)cc1,4,2,2,1,-3,-4,1,-0.7,7
Cc1nc2ccccc2c(=O)n1NC(=O)c1c(F)cccc1F,1,-4,1,9,3,2,1,0.5,0
